High-throughput results deposited in PubChem BioAssay by several laboratories.
PKA-R2B activ – activators of human PKA-R2B complex | activation, % at 11.4 µM | hit rate 0.079% among 340,000 | P22694+P31323 | PKA-R2B holoenzyme dissociation, Cy5-IP20 fluorescence polarization; R2B truncated from residue 108, S112A mutant; 0% DMSO only, 100% 113 µM cGMP;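 active = activation above a cutoff set at the mean over all compounds plus 3 SD, cut at about 18% in these data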;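 note: higher means more holoenzyme dissociation and a rise in polarization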
MOR-DOR ag – agonists of human mu-delta opioid receptor heterodimerization; AID 504326; cells, OPRM1-OPRD1 heterodimerization, luminescence; P35372+P41143; hit rate 0.3% among 340,000; activation, % at 9.3 µM; in the data active = activation above about 18%;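 note: 0% = vehicle-treated cells and 100% = reference agonist; values of inactives mirror those of a sister screen read the other way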
Arrestin-AP2 inh – inhibitors of human beta-arrestin and AP2 interaction | inhibition, % at 10 µM | FITC-arrestin peptide / GST-AP2 beads, flow cytometry; AP2 beta2 appendage carries R879A mutation | AID 504490 | hit rate 0.31% among 340,000;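 active = inhibition above a set limit, near 3 SD of compounds lacking own fluorescence, cut at about 54% in these data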;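 note: plate controls were DMSO wells for no effect and 5 µM unlabelled arrestin peptide for full effect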
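System: GST-tagged AP2 beta2-adaptin appendage (R879A) on 4 µm glutathione beads / Reagent: FITC-arrestin peptide, 50 nM / Detection: HyperCyt-sampled flow cytometry, FL1 channel, ex 488/em 535 nm / Timing: 12 min plus 1 h, RT / Buffer or medium: PBS plus Tween 20 (0.05%) and BSA (0.1%)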
V-ATPase pHluor – yeast V-ATPase proton transport regulation by pHLuorin; S. cerevisiae, pHLuorin cytosolic pH fluorescence; response, % at 10 µM; hit rate 0.37% among 350,000; AID 504577; in the data active = response mostly above about 7.3%, no sharp cut-off; inactive = mostly below about 5.4%; note: actives read high; inactives centre near 0; some compounds called inactive have numbers as strong as hits; reference of the scale not given here
DAGLB inhibitor – diacylglycerol lipase beta (human) inhibition; HEK293T DAGLB membrane lysate, EnzChek fluorogenic substrate; hit rate 0.059% among 340,000; Q8NCG7; inhibition, % at 5.17 µM; in the data active = inhibition above about 34%;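 note: 0% = enzyme with vehicle and 100% = wells lacking enzyme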
Target sequence (Q8NCG7 whole entry, looked up): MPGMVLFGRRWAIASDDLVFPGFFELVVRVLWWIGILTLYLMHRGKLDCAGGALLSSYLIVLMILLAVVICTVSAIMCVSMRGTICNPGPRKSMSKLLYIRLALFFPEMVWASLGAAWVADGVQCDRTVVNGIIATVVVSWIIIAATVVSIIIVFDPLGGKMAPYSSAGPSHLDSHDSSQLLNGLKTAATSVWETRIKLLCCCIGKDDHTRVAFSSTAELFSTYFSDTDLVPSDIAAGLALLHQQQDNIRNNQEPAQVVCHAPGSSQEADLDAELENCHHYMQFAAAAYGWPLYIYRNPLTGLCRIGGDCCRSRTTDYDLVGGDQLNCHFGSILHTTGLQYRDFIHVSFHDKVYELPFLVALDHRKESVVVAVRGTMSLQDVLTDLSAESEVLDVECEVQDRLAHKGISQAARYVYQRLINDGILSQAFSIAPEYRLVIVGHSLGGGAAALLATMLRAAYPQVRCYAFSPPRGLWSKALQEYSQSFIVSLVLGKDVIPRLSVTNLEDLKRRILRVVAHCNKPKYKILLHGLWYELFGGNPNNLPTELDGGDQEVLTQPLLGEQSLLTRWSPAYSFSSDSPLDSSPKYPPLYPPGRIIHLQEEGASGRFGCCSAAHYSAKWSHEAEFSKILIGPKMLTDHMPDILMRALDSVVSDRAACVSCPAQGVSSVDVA
HTR5A inv ag – inverse agonist of human HTR5A in OPRM1-OPRD1 counter-screen. P47898. HTR5A cell line, luminescence, inverse agonism. inhibition, % at 9.3 µM. hit rate 0.083% among 340,000. AID 504634; in the data active = inhibition mostly above about 23%, no sharp cut-off; inactive = mostly below about 18%;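 note: 0% = cells with DMSO and 100% = no-cell wells with DMSO; some compounds called inactive have numbers as strong as hits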
Target sequence (P47898 whole entry, looked up): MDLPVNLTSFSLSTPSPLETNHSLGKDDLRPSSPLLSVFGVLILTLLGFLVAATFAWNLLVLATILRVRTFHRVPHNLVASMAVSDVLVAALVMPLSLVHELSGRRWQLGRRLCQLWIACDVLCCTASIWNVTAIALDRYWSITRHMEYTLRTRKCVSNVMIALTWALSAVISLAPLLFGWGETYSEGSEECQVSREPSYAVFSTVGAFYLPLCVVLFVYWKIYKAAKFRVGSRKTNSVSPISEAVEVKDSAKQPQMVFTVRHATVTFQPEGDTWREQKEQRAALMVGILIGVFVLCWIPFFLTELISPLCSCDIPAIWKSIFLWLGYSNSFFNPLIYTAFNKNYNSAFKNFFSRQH
PKA-R1A act – activates the PKA-R1A holoenzyme complex; P00514+P68181; PKA-R1A dissociation, Cy5-IP20 fluorescence polarization; scaled: DMSO 0%, 113 µM cGMP 100%; activation, % at 11.4 µM; hit rate 0.083% among 340,000;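 active = percent activation above the mean of all tested compounds plus 3 SD, cut at about 19% in these data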;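 note: higher means more PKAc released from R1A so a rise in polarization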
HTR5A ag ctr – activates human HTR5A in OPRM1-OPRD1 agonist counter-screen | P47898 | HTR5A agonist assay, luminescence, cell-based | activation, % at 9.3 µM | hit rate 0.61% among 340,000 | AID 504692; in the data active = activation mostly above about 9.5%, no sharp cut-off; inactive = mostly below about 7.6%;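 note: 0% = cells with vehicle only and 100% = reference agonist; strong numbers were not always called active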
Pemphigus Ab inh – inhibitors of pemphigus antibody binding to human desmoglein-3; hit rate 0.48% among 310,000; AID 588358; DSG3-coupled beads, scFv-anti-DSG3-GFP binding, flow cytometry; hits give low values; binding (percent of control), % at 10 µM; P32926;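 active = binding more than 3 SD below its plate's average and above zero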;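 note: hits lower antibody fragment binding to DSG3; some compounds called inactive have numbers as strong as hits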
OPRM1-OPRD1 inv – inverse agonists of human mu-delta opioid receptor heterodimerization; P35372+P41143; cell-based MOR-DOR heterodimer luminescence, inverse agonism; inhibition, % at 9.3 µM; hit rate 0.21% among 340,000; AID 504357; in the data active = inhibition above about 22%, passing the limit was not always enough;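 note: 0% = cells with DMSO and 100% = wells without cells with DMSO; values of inactives mirror those of a sister screen read the other way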
* hit, by the source's call; . = not tested or not shown.

(1) C#CCOCCOCCOCCNc1nc(N2CCN(C(=O)[C@H](CCCCN)n3cc([C@@H](N)C(C)CC)nn3)CC2)nc(N2CCN(C(=O)[C@H](Cc3cc4ccccc4[nH]3)n3cc([C@@H](N)C(C)CC)nn3)CC2)n1 (stereo partly specified)
(2) CCN(CC)CCOC(=O)C1(c2ccc(OC)c(OC)c2)CCCC1
(3) COc1ccc(S(=O)(=O)Nc2cc3c4c(c2)CC(=O)N4CCC3)cc1C
(4) Cc1[nH]c(=O)[nH]c(=O)c1S(=O)(=O)N1CCCC(C(=O)N2CCC(Cc3ccccc3)CC2)C1 (stereo unspecified)
(5) Cc1ccc(S(=O)(=O)N(CCCc2c(C)nc(N)[nH]c2=O)Cc2ccc([N+](=O)[O-])cc2)cc1
(6) Cc1ccc(Cl)cc1N1CCN(C(=O)CCS(=O)(=O)c2cccc3nonc23)CC1
(7) O=C(COC(=O)c1ccc(Br)o1)Nc1ccc(N2CCOCC2)cc1
(8) CCCC(=O)Nc1cccc(NC(=O)c2cccc([N+](=O)[O-])c2C)c1

entry no.	1	2	3	4	5	6	7	8
V-ATPase pHluor	-1	0	0	1	0	1	-2	0
PKA-R2B activ	-14	2	-8	-3	-5	-7	-8	1
HTR5A ag ctr	-4	2	-6	1	.	-2	-2	2
Arrestin-AP2 inh	-6	5	12	3	.	35	12	-8
PKA-R1A act	3	5	0	-2	-2	0	5	-2
Pemphigus Ab inh	106	100	98	104	100	98	.	93
OPRM1-OPRD1 inv	9	-4	12	9	.	2	5	6
MOR-DOR ag	-1.8	0.8	-1.9	-1.5	.	-0.3	-1.4	-1.3
DAGLB inhibitor	3	-2	2	2	3	-2	0	2
HTR5A inv ag	-27	27	6	-3	.	4	-2	11

Whole records, looked up by structure. Screens in order: V-ATPase pHluor | PKA-R2B activ | HTR5A ag ctr | Arrestin-AP2 inh | PKA-R1A act | Pemphigus Ab inh | OPRM1-OPRD1 inv | MOR-DOR ag | DAGLB inhibitor | HTR5A inv ag
`CCN(CC)CCOC(=O)C1(c2ccc(OC)c(OC)c2)CCCC1` is listed with 0 | 2 | 2 | 5 | 5 | 100 | -4 | 0.8 | -2 | 27
`C#CCOCCOCCOCCNc1nc(N2CCN(C(=O)[C@H](CCCCN)n3cc([C@@H](N)C(C)CC)nn3)CC2)nc(N2CCN(C(=O)[C@H](Cc3cc4ccccc4[nH]3)n3cc([C@@H](N)C(C)CC)nn3)CC2)n1` (stereo partly specified) is listed with -1 | -14 | -4 | -6 | 3 | 106 | 9 | -1.8 | 3 | -27
`COc1ccc(S(=O)(=O)Nc2cc3c4c(c2)CC(=O)N4CCC3)cc1C` is listed with 0 | -8 | -6 | 12 | 0 | 98 | 12 | -1.9 | 2 | 6
`Cc1ccc(S(=O)(=O)N(CCCc2c(C)nc(N)[nH]c2=O)Cc2ccc([N+](=O)[O-])cc2)cc1` is listed with 0 | -5 | . | . | -2 | 100 | . | . | 3 | .

(next part)
(9) Cc1cc(NC(=O)CSc2nnc(-c3cccs3)n2N)no1
(10) Cc1cc2c(c(C)c1Br)C(c1ccc3c(c1)OCO3)CC(=O)O2 (stereo unspecified)
(11) COc1ccc(C(=O)NCc2cccnc2)cc1S(=O)(=O)N1CCOCC1
(12) COc1ccc(C(=O)n2c(-c3ccco3)nc3ccccc32)cc1
(13) CCNc1ccc(C(=O)OCC)cc1NC(=O)c1cccc(N(C)C)c1
(14) CCOC(=O)c1cnc(-c2ccccc2)nc1Oc1cccc(Cl)c1
(15) CC(=O)c1ccc(NC(=O)CSc2nc(=O)n(CCN3CCOCC3)c3c2CCC3)cc1
(16) COc1ccc2[nH]c(=O)c(CN(CCO)C(=O)NCc3ccccc3)cc2c1

entry no.	9	10	11	12	13	14	15	16
V-ATPase pHluor	4	0	2	-1	2	1	-4	-1
PKA-R2B activ	-4	-6	0	-6	-11	-6	0	-17
HTR5A ag ctr	0	1	-7	-4	8	-3	4	1
Arrestin-AP2 inh	0	8	5	-9	9	-1	21	-2
PKA-R1A act	3	-6	-8	1	-2	-9	-1	-13
Pemphigus Ab inh	109	97	.	114	100	116	96	107
OPRM1-OPRD1 inv	8	2	10	14	-4	14	19	4
MOR-DOR ag	-1.4	-0.5	-1.9	-2.7	0.6	-3.1	-3.9	-0.8
DAGLB inhibitor	-1	-8	-1	-5	-1	-3	-1	4
HTR5A inv ag	0	-4	-5	-14	-21	-6	2	-5

(17) CCCCCCCCCC(=O)N/N=C(\C)c1cccnc1
(18) COc1ccc(CCN2C(=O)CC(NC34CC5CC(CC(C5)C3)C4)C2=O)cc1OC (stereo unspecified)
(19) O=P(OC1CCCCC1)(OC1CCCCC1)C(O)c1c(Cl)cccc1Cl (stereo unspecified)
(20) Cc1nc(/C(N)=N/OC(=O)c2ccccc2Cl)c(C(F)(F)F)o1
(21) O=C(COC(=O)c1ccc[nH]c1=O)NCCc1ccc(Cl)cc1Cl
(22) C=CCc1ccccc1OCCSc1nc2ccc([N+](=O)[O-])cc2s1
(23) O=C(Cn1cnc([N+](=O)[O-])n1)N/N=C/c1cc(Cl)ccc1O
(24) CCc1c(C)[nH]n(-c2nc(-c3ccccc3)cs2)c1=O

entry no.	17	18	19	20	21	22	23	24
V-ATPase pHluor	3	2	.	1	2	-5	-2	1
PKA-R2B activ	2	10	1	-7	1	9	-8	-8
HTR5A ag ctr	3	7	4	-1	5	2	0	1
Arrestin-AP2 inh	24	13	33	-1	-1	1	-3	13
PKA-R1A act	-6	7	4	5	5	11	2	-5
Pemphigus Ab inh	.	104	100	98	92	.	83	100
OPRM1-OPRD1 inv	0	-19	-16	19	15	1	-11	18
MOR-DOR ag	-0.1	3.7	3.3	-3.8	-2.9	-0.2	2.2	-3.1
DAGLB inhibitor	0	-1	-6	-2	2	-26	5	1
HTR5A inv ag	-1	-18	-11	-15	-14	-1	15	-2

(25) OCCCN=c1cc(-c2ccccc2)oc2ccc(Cl)cc12
(26) O=C(C1=C(O)C(=O)N(CCOCCO)C1c1cccs1)c1cccs1 (stereo unspecified)
(27) O=C(NCc1ccc2c(c1)OCO2)c1ccc(S(=O)(=O)C(F)F)cc1
(28) Fc1ccc(Cl)cc1/C=N/n1cnnc1SCc1ccccc1
(29) CC(CN1CCCCC1)c1ccccc1 (stereo unspecified)
(30) Nc1nc(NCCCN2CCOCC2)nc(Nc2ccccc2F)c1[N+](=O)[O-]
(31) O=C(COc1coc(CN2CCN(c3ccc(F)cc3)CC2)cc1=O)Nc1ccccc1
(32) CC(=O)N(Cc1cc2ccccc2[nH]c1=O)c1ccc(C)cc1

entry no.	25	26	27	28	29	30	31	32
V-ATPase pHluor	-1	0	1	0	1	-1	4	-7
PKA-R2B activ	-3	3	11	0	-1	-4	-7	1
HTR5A ag ctr	-2	4	3	-7	6	-1	0	9.7*
Arrestin-AP2 inh	-3	4	30	28	-1	-3	2	29
PKA-R1A act	-5	-10	6	-7	0	-2	-3	11
Pemphigus Ab inh	101	68	101	87	118	104	110	100
OPRM1-OPRD1 inv	12	9	5	8	15	18	12	6
MOR-DOR ag	-2.2	-1.7	-1.1	-1.5	-3.1	-3.4	-2.2	-1.4
DAGLB inhibitor	0	0	-1	-2	0	1	-4	4
HTR5A inv ag	12	-3	-8	18	-22	-2	1	-36

Ordered by value in PKA-R2B activ (ascending): 6 of the compounds above
nr	Molecule	V-ATPase pHluor	PKA-R2B activ	Arrestin-AP2 inh	PKA-R1A act	Pemphigus Ab inh	OPRM1-OPRD1 inv	MOR-DOR ag	DAGLB inhibitor
31	O=C(COc1coc(CN2CCN(c3ccc(F)cc3)CC2)cc1=O)Nc1ccccc1	4	-7	2	-3	110	12	-2.2	-4
30	Nc1nc(NCCCN2CCOCC2)nc(Nc2ccccc2F)c1[N+](=O)[O-]	-1	-4	-3	-2	104	18	-3.4	1
25	OCCCN=c1cc(-c2ccccc2)oc2ccc(Cl)cc12	-1	-3	-3	-5	101	12	-2.2	0
29	CC(CN1CCCCC1)c1ccccc1 (stereo unspecified)	1	-1	-1	0	118	15	-3.1	0
28	Fc1ccc(Cl)cc1/C=N/n1cnnc1SCc1ccccc1	0	0	28	-7	87	8	-1.5	-2
32	CC(=O)N(Cc1cc2ccccc2[nH]c1=O)c1ccc(C)cc1	-7	1	29	11	100	6	-1.4	4

The listing continues.
(33) COc1ccc2oc(C(=O)OCC(=O)N3CCCC(C)C3)c(C)c2c1 (stereo unspecified)
(34) COc1ccc(OC)c(Nc2ncnc3c2cnn3-c2cccc(C)c2)c1
(35) CCC(C)NC(=O)C1CCC(=O)N(c2ccc3c(c2)OCO3)C1c1ccc(OC)cc1 (stereo unspecified)
(36) Cc1ccc(-c2nnn(CC(=O)N(CC(=O)NC3CCCCC3)c3cnc4ccccc4c3)n2)o1
(37) COc1ccccc1CNC(=O)C(C)n1nc(C)n2c(cc3occc32)c1=O (stereo unspecified)
(38) CC1CCN(C(=O)CSc2nc3ccccc3c(=O)[nH]2)CC1
(39) COc1cccc(C(c2sc3nc(C)nn3c2O)N2CCN(C(=O)c3ccco3)CC2)c1 (stereo unspecified)
(40) CC(C)Oc1ccc(C(=O)Nc2c3c(nn2C(C)(C)C)CS(=O)(=O)C3)cc1
(41) CCCCn1c2nc3ccccc3nc2c2c(=O)n(CCC(C)C)cnc21

entry no.	33	34	35	36	37	38	39	40	41
V-ATPase pHluor	-2	1	-3	-6	-3	-1	0	1	-2
PKA-R2B activ	-12	-1	3	6	5	4	1	-6	10
HTR5A ag ctr	4	3	3	1	3	4	-1	2	7
Arrestin-AP2 inh	-7	6	-5	9	-2	6	0	-10	7
PKA-R1A act	-18	-11	-11	-5	-1	2	7	-4	5
Pemphigus Ab inh	95	97	107	96	92	110	103	99	106
OPRM1-OPRD1 inv	14	7	0	9	14	4	13	17	17
MOR-DOR ag	-2.8	-1.3	0.0	-1.6	-2.7	-0.8	-2.4	-3.4	-3.1
DAGLB inhibitor	-2	-6	-2	-1	2	-1	1	1	2
HTR5A inv ag	14	26	-9	-30	-3	17	3	-2	16
